# Source: PubChem BioAssay
# PhoP inhibition = PhoP-dependent GFP reporter repression – Salmonella Typhimurium, primary screen (AID 1863); S. Typhimurium PhoP-regulated promoter GFP reporter, 4 h; higher % means a stronger effect; inhibition, % at 50 µM; hits with a dose series show IC50 in µM; hit rate 0.16% among 300,000;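 active = inhibition over 29.93%, a cutoff 3 SD above the screen mean, later confirmed by dose response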;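 also: 0% = low Mg2+ inducing control and 100% = high Mg2+ repressing control; strong numbers were not always called active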
# RSV CPE inhibition = RSV antiviral activity via CPE protection, HEp-2 cells, primary 10 µM value included (AID 2391) | HEp-2 cells, RSV-induced CPE inhibition; higher % means a stronger effect | CPE inhibition, % at 10 µM, or IC50 in µM where a hit was titrated | hit rate 0.13% among 310,000; in the data active = a potency from the dose series; also: strong numbers were not always called active
# b-catenin transl = modulators of beta-catenin nuclear translocation | AID 1665 | nuclear translocation activity, % at 5 µM | HeLa beta-catenin nuclear translocation, immunofluorescence imaging | hit rate 0.3% among 190,000;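 active = nuclear translocation activity above 50% at 5 µM, with a well cell count of 50 or more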;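 also: per-cell ratio of nuclear to cytoplasmic median beta-catenin stain intensity; plate controls were DMSO negative control for no effect and GSK-3 inhibitor IX positive control for full effect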
#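 Assay system: human HeLa cells, native beta-catenin; doses: 5 µM primary, 0.02–20 µM confirmation; incubation: compound treatment 24 h, 37°C, 5% CO2; technique: fluorescence imaging of beta-catenin antibody stain plus DAPI; measure: % activation, nuclear-to-cytoplasmic median beta-catenin signal ratio per cell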
# Large T inhibition = SV40 large T antigen inhibitors, biochemical (AID 1903). hit rate 0.39% among 310,000. inhibition, % at 20 µM, or IC50 in µM where a hit was titrated. SV40 large T antigen ATPase/helicase inhibition assay; higher % means a stronger effect; in the data active = a potency from the dose series; also: strong numbers were not always called active
# West Nile antiviral = West Nile virus antiviral activity, cell-based, CPE readout (AID 1621) | West Nile virus-infected cells, CPE inhibition; higher % means a stronger effect | CPE inhibition, % at 10 µM; hits with a dose series show IC50 in µM | hit rate 0.02% among 290,000; in the data active = a potency from the dose series; also: strong numbers were not always called active
# Myeloid diff MLP = promotes myeloid progenitor differentiation | ER-HoxA9 myeloid progenitors, lysozyme-GFP differentiation, flow cytometry | calls only at 10 µM | hit rate 1% among 360,000;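 active = normalized GFP-positive differentiation at or above the plate's own cutoff, the solvent-only control mean plus 3 SD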;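 also: cells exposed to compound for four days before flow analysis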
# WT yeast gro inh = growth inhibition of WT yeast, mitochondrial fusion screen; mitochondrial fusion phenotypic screen, WT strain; inhibition, % at 10 µM; hit rate 2.1% among 190,000; AID 1362; in the data active = inhibition above about 58%; tested in S. cerevisiae
# MgcRacGAP inhibition = MgcRacGAP GTPase-activating activity inhibitors, confirmation, biochemical, ADP Hunter fluorescence. hit rate 0.6% among 340,000. inhibition, % at 30 µM; hits with a dose series show IC50 in µM. AID 624330. MgcRacGAP-stimulated Rac1 GTP hydrolysis, ADP Hunter fluorescence; higher % means a stronger effect; GST-tagged Rac1 F28L mutant substrate;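 active = first-screen hits whose inhibition reached a set limit at any dose in the follow-up dose series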;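 also: fluorescence reports GDP produced by GAP-driven GTP hydrolysis; strong numbers were not always called active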
# T cell modulator = T cell immune modulation candidate; 2C CD8+ T cell-vesicle binding, flow cytometry; hits give low values; calls only at 7 µM; hit rate 0.068% among 330,000; AID 2052;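 active = response, share of CD8 T cells binding vesicles, and their 90th percentile fluorescence all below set limits, cut at about 80% in these data, passing the limit was not always enough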
#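 System: murine 2C transgenic CD8+ T lymphocytes; also added: QL9-loaded Drosophila micro-vesicles; times: binding 1.5 h at 37 °C; measured by: flow cytometry, PE anti-B7-1 (FL2) versus Alexa647 anti-CD8 (FL8), PFA-fixed; control set: Peptide-free naked vesicles (low) and QL9 vesicles with 0.7% DMSO vehicle (high)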
# WT yeast gro inh mutant strain = further read-out of WT yeast gro inh, marked with its call; inhibition, %; mitochondrial fusion phenotypic screen, mutant strain inhibition
# b-catenin transl cell count 5 µM = second read-out of b-catenin transl, no call of its own (marks repeat the call); cell count; measured here: cell count, cytotoxicity flag
# T cell modulator vesicle-bound % = also measured in T cell modulator; calls as there; double positive events, %; measured here: CD8+ vesicle-bound cell fraction;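 binding gate set so that unloaded-vesicle control wells show 10% double positive cells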
# Myeloid diff MLP GFP+ MAC1+ % = also measured in Myeloid diff MLP; calls as there; GFP+ MAC1+ double positive, %; measured here: differentiation confirmed by MAC1 staining
# Active calls of the source: *; i = inactive; · = no result given.
Structure	PhoP inhibition	RSV CPE inhibition	b-catenin transl	b-catenin transl cell count 5 µM	Large T inhibition	West Nile antiviral	Myeloid diff MLP	Myeloid diff MLP GFP+ MAC1+ %	WT yeast gro inh	WT yeast gro inh mutant strain	MgcRacGAP inhibition	T cell modulator	T cell modulator vesicle-bound %
O=C(O)/C=C/c1cn(-c2ccccc2)nc1-c1ccc2c(c1)OCCO2	-7.8%	2.7%	0.8	1279	20.5%	0.5%	i	0.5	·	·	8.7%	i	16.7
Cc1cc(C)nc(NN2C(=O)C=CC2=O)n1	14.4%	0.6%	·	·	0.6%	-0.4%	i	0.6	·	·	3.2%	i	36.3
CN(C(=O)COC(=O)c1c2c(nc3ccccc13)CCCC2)c1c(N)n(Cc2ccccc2)c(=O)[nH]c1=O	1.7%	-0.2%	·	·	13.5%	·	i	0.5	·	·	3.9%	i	26.2
Cc1ccc(N(C(=O)C2CCCC2)C2C=CS(=O)(=O)C2)cc1 (centres undefined)	-9.5%	1.0%	-1.0	1062	0.8%	0.2%	i	0.8	5.7	1.8	5.3%	i	55.1
CC(C)(OC1OC(CO)C(O)C(O)C1O)[C@H]1Oc2ccc3ccc(=O)oc3c2[C@H]1O (some centres undefined)	4.9%	1.6%	-0.6	492	12.3%	0.3%	i	2.3	-14.0	-3.3	-1.8%	i	41.1
CCOC(=O)Cn1c(Br)nc2c1c(=O)[nH]c(=O)n2C	-14.3%	0.3%	-2.4	987	5.3%	0.2%	i	1.8	9.0	-13.8	1.9%	i	58.9
COC(=O)c1cnn2c3c(c(C)nc12)CCCC3	-1.0%	1.1%	-5.2	829	12.5%	0.2%	i	3.5	2.6	-4.0	-0.4%	i	15.9
COc1ccc(NC(=O)CSCC(=O)N(C)CC(=O)Nc2ccc(Cl)c(C(F)(F)F)c2)cc1	-2.8%	2.9%	·	·	12.2%	·	i	0.5	·	·	4.6%	i	11.3
Cc1ccc(NC(=O)CCSc2nnc(C)o2)cc1	3.9%	-1.0%	·	·	4.8%	-1.1%	i	0.2	·	·	14.1%	i	39.5
CCOc1nc2ccccc2nc1NS(=O)(=O)c1ccccc1	-0.8%	1.2%	0.0	1007	10.6%	0.8%	i	6.6	-7.3	-2.2	0.4%	i	29.7
CC(=O)N1CCN(Cc2nc3cc(NC(=O)COc4cccc(C)c4)ccc3n2C)CC1	5.8%	13.1%	·	·	2.7%	0.1%	i	0.8	·	·	5.0%	i	22.3
CCCCCn1c(=O)[nH]c2cc(C(=O)NCCCN3CCCCC3)ccc2c1=O	-8.1%	-1.5%	9.8	370	-0.4%	-0.5%	i	0.2	-0.5	-0.3	7.3%	i	13.6
CCOc1ccc(-c2nnc3ccc(SCC(=O)Nc4nc5ccc(C)cc5s4)nn23)cc1	-5.4%	2.2%	1.3	1119	5.0%	-0.8%	i	0.5	9.0	24.1	10.5%	i	43.7
Cc1onc(-c2c(F)cccc2Cl)c1C(=O)OCC(=O)Nc1c(C)n(C)n(-c2ccccc2)c1=O	-3.2%	1.4%	-4.3	1098	20.4%	-0.2%	i	0.4	3.8	3.5	4.7%	i	25.7
Cc1c(OC(C)C(=O)NC(Cc2c[nH]c3ccc(O)cc23)C(=O)O)ccc2c1oc(=O)c1ccccc12 (centres undefined)	·	6.9%	·	·	·	0.0%	i	1.3	·	·	13.2%	i	40.0
COc1ccccc1NC(=O)N1CCc2[nH]c3ccc(Cl)cc3c2C1	-7.4%	10.4%	-2.4	830	6.2%	0.5%	i	0.3	46.6	50.4	14.1%	i	36.2
O=C(CS(=O)(=O)c1ccccc1)N1CCCCC1	-1.9%	0.9%	·	·	12.5%	-0.2%	i	0.8	·	·	3.0%	i	14.0
CN(C)S(=O)(=O)Oc1cccc(C(=O)Nc2ccc([N+](=O)[O-])cc2)c1	0.8%	15.5%	-1.2	1042	-1.2%	-0.8%	i	0.4	-9.4	-13.0	6.3%	i	47.3
C=CCn1c(SCC(=O)NCC2CCCO2)nc2scc(-c3ccco3)c2c1=O (centres undefined)	-8.8%	1.1%	-0.3	1025	36.9%	-0.3%	i	5.4	4.7	17.3	12.7%	·	·
Cc1cccc(OCCC(=O)Nc2c(C)n(C)n(-c3ccccc3)c2=O)c1	-10.3%	0.1%	2.1	998	12.3%	0.1%	i	3.4	-15.5	-6.6	6.3%	i	38.8
CCCOc1ccc(-c2nc(C#N)c(N3CCc4ccccc4C3)o2)cc1	-1.1%	1.1%	1.1	1130	4.4%	-0.2%	i	7.2	38.3	30.4	5.7%	i	13.6
CCN(C(=O)CSc1nnc(-c2c[nH]c3ccccc23)n1C1CC1)C1CCS(=O)(=O)C1 (centres undefined)	·	1.2%	·	·	·	·	i	0.4	·	·	4.7%	i	28.1
CCOc1cccc2c1OC1(C)CC2NC(=O)N1c1cccc(C(=O)N2CCN(c3ccccn3)CC2)c1 (centres undefined)	3.1%	0.2%	·	·	4.2%	-0.1%	i	0.4	·	·	-16.7%	i	25.6
NC(=O)NC(=O)CSc1ccccc1	5.2%	0.5%	2.0	1107	8.3%	0.1%	i	0.5	-3.1	-4.8	1.4%	i	19.6
O=C(CCC1CCCC1)N[C@@H](Cc1ccc(O)cc1)C(=O)O	1.9%	-0.5%	-1.4	1129	6.9%	-0.1%	i	1.5	5.2	5.0	7.6%	i	18.8
CCCCOc1ccc(C2C(C(=O)c3ccc(C)o3)=C(O)C(=O)N2CC2CCCO2)cc1 (centres undefined)	-14.7%	-0.1%	·	·	5.7%	-0.4%	i	0.3	1.4	22.4	-4.2%	i	31.1
Cc1c(NC(=O)c2cc(-c3ccc(O)cc3)on2)c(=O)n(-c2ccccc2)n1C	-8.0%	2.1%	-0.2	1276	35.3%	0.2%	i	0.0	·	·	21.1%	i	20.9
Cc1ccc(-c2nn(CCC(N)=O)c(=O)c3ccccc23)cc1	-1.1%	4.9%	·	·	6.7%	1.9%	i	0.5	·	·	6.0%	i	24.3
O=C(NCc1ccco1)C(=O)NCC(c1ccco1)N1CCOCC1 (centres undefined)	6.6%	1.0%	1.4	1064	3.0%	0.2%	i	0.7	4.0	8.6	-8.2%	i	20.7
COc1ccccc1-c1nnc(NC(=O)c2ccc(S(=O)(=O)N(C)C)cc2)o1	16.1%	1.2%	·	·	-8.1%	1.7%	i	1.3	3.4	-4.5	6.3%	i	43.6
O=C(OC(C(=O)NCc1ccco1)C(OC(=O)c1ccccc1)C(=O)NCc1ccco1)c1ccccc1 (centres undefined)	-4.2%	1.9%	-0.6	585	10.1%	-0.8%	i	0.8	-22.4	-11.1	0.2%	i	2.1
CC(=O)OCCCCON1C(=O)c2ccccc2C1=O	11.5%	-0.2%	-1.1	747	7.7%	0.2%	·	·	-3.6	-8.4	-3.5%	i	28.8
CCOc1ccc(S(=O)(=O)N2CCN(Cc3ccc4c(c3)OCO4)CC2)cc1OCC	0.5%	8.3%	·	·	5.8%	0.0%	i	0.5	·	·	1.5%	i	21.9
Cc1ccc(S(=O)(=O)NCCSc2ccccc2)cc1[N+](=O)[O-]	-0.8%	4.9%	1.5	962	6.5%	0.8%	i	0.5	30.1	9.0	11.5%	i	9.5
COc1cccc(CNS(=O)(=O)c2c(C(=O)N3CCCC3)c(C)n(C)c2C)c1	-7.3%	0.9%	·	·	3.6%	0.1%	i	2.0	·	·	4.9%	i	13.8
Cc1ccc(C(=O)NC(NCC2CCCO2)C(Cl)(Cl)Cl)cc1 (centres undefined)	-16.0%	6.8%	2.8	970	2.8%	-1.0%	i	1.0	-12.2	-5.1	-8.8%	i	47.3
Cc1ccccc1NC(=O)c1ccccc1NC(=O)c1cccs1	5.8%	1.0%	·	·	0.7%	-0.8%	i	0.4	·	·	4.7%	i	28.1
Cc1cc(N2CCN(c3nnnn3-c3ccccc3)CC2)n2ncnc2n1	0.4%	-0.2%	-4.3	970	0.4%	0.2%	i	0.6	-3.3	-6.0	5.3%	i	27.9
COc1ccc(NC(=O)CSc2nnc(-c3cccs3)n2Cc2ccco2)cc1OC	30.4%	1.4%	1.6	1217	10.0%	0.1%	i	6.1	-1.6	-15.5	1.0%	i	52.3
CC(C)CC(=O)Nc1nnc(S(=O)(=O)N(C)c2ccc(Cl)cc2)s1	-3.8%	8.6%	·	·	4.2%	-0.4%	i	0.1	·	·	9.1%	i	34.5

# 3 entries out of the list, arranged by length of the SMILES, ascending.
Structure	PhoP inhibition	RSV CPE inhibition	b-catenin transl	b-catenin transl cell count 5 µM	Large T inhibition	West Nile antiviral	Myeloid diff MLP	Myeloid diff MLP GFP+ MAC1+ %	WT yeast gro inh	WT yeast gro inh mutant strain	MgcRacGAP inhibition	T cell modulator	T cell modulator vesicle-bound %
O=C(NCc1ccco1)C(=O)NCC(c1ccco1)N1CCOCC1 (centres undefined)	6.6%	1.0%	1.4	1064	3.0%	0.2%	i	0.7	4.0	8.6	-8.2%	i	20.7
O=C(CCC1CCCC1)N[C@@H](Cc1ccc(O)cc1)C(=O)O	1.9%	-0.5%	-1.4	1129	6.9%	-0.1%	i	1.5	5.2	5.0	7.6%	i	18.8
CC(C)CC(=O)Nc1nnc(S(=O)(=O)N(C)c2ccc(Cl)cc2)s1	-3.8%	8.6%	·	·	4.2%	-0.4%	i	0.1	·	·	9.1%	i	34.5

# The list goes on.
Structure	PhoP inhibition	RSV CPE inhibition	b-catenin transl	b-catenin transl cell count 5 µM	Large T inhibition	West Nile antiviral	Myeloid diff MLP	Myeloid diff MLP GFP+ MAC1+ %	WT yeast gro inh	WT yeast gro inh mutant strain	MgcRacGAP inhibition	T cell modulator	T cell modulator vesicle-bound %
CCOc1ccc(C(=O)NC(C(=O)NCC2CCCO2)C(C)C)cc1 (centres undefined)	-4.5%	-0.5%	0.6	1271	8.2%	-0.1%	i	0.5	·	·	8.2%	i	54.6
Cc1ccc(NC(=O)c2ccc(N3C(=O)C4CC=C(Cl)CC4C3=O)cc2)cc1 (centres undefined)	-5.0%	-0.5%	1.1	1168	21.2%	-0.3%	i	5.1	7.5	7.1	3.7%	i	24.4
COc1cc(NS(=O)(=O)c2ccc(NC(=O)CN3C(=O)c4ccccc4C3=O)cc2)ncn1	4.6%	0.3%	0.4	1154	10.1%	0.8%	i	0.1	-9.6	5.9	7.9%	i	45.4
CC(C)[C@H](NS(=O)(=O)c1ccc2c(c1)OCCO2)C(=O)OCC(=O)Nc1cccc(Cl)c1Cl	-1.6%	0.4%	0.5	984	4.2%	-0.7%	i	0.9	28.5	4.8	3.0%	i	45.7
